TRPM1 prom inh = inhibitors of MITF-driven TRPM1 promoter in melanoma cells; SK-MEL-5 TRPM1 promoter luciferase, 24 h; inhibition, % at 12.5 µM; actives 0.83% (n = 330,000);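 active = mean inhibition across replicates of 60% or more, whatever share of single replicates reaches that level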; also: values of inactives mirror those of a sister screen read the other way
NR2E3 ag-1 = agonists of human nuclear receptor NR2E3; GST-NR2E3/biotin-RetCOR TR-FRET, 1536-well; Q9Y5X4; actives 0.12% (n = 320,000); inhibition of corepressor binding, % at 4.78 µM; AID 2300;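 active = percent inhibition above the cutoff of mean plus 3 SD of all tested compounds, set per screening campaign, cut at about 20% in these data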;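 also: 0% = DMSO wells and 100% = biotin wells as full block of FRET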
Target sequence (Q9Y5X4 whole entry, looked up): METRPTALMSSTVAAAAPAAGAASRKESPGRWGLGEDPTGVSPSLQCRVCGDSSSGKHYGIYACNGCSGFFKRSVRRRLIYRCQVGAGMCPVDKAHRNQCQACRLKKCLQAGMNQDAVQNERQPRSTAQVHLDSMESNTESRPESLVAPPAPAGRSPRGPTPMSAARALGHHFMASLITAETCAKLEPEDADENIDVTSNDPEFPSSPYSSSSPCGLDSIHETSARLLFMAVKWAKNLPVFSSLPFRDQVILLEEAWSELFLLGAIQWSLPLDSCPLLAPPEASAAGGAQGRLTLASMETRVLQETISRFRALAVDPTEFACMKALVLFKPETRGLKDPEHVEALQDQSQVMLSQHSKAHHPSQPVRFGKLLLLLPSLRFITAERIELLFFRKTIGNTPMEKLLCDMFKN
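Test system – NR2E3–RetCOR corepressor complex · Quantity – NR2E3 fusion 1.35 nM · Buffer or medium – Tris pH 7.5 · Incubation – Compound–protein incubation for 5 h at 4 °C · Technique – TR-FRET, Eu(K)-anti-GST donor, streptavidin-D2 acceptor, ex 340, em 617/671 nm · Evaluation – percent inhibition of 671/617 nm emission ratio versus biotin and DMSO controls · Plate – 1536-well format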
NR2E3 ag-2 = agonists of human NR2E3 nuclear receptor; AID 602229; actives 0.35% (n = 360,000); CHO-S Gal4-NCOR/VP16-NR2E3 two-hybrid, luciferase; Q9Y5X4; inhibition of corepressor binding, % at 3.98 µM;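 active = inhibition above the mean of all tested compounds plus 3 SD, cut at about 70% in these data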;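 also: 0% = DMSO with NR2E3 transfected cells and 100% = cells lacking NR2E3 construct; higher means lower luciferase signal from less NR2E3 corepressor binding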
HIF-2a inh = blocks HIF-2a reporter activity | 786-0 RCC cells HIF-2a reporter, luciferase luminescence, overnight | inhibition, % at 18.8 µM | actives 0.72% (n = 360,000);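 active = inhibition of the luminescence signal of 40% or more relative to plate controls, in a single-dose primary screen at 18.75 µM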
Peg3 prom inh = inhibitors of Peg3 promoter; HeLa PEG-Prom luciferase reporter, luminescence, overnight; inhibition, % at 20 µM; actives 1.7% (n = 360,000); AID 588405;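 active = inhibition of at least 50% at 20 µM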
EBV LMP1 NFkB = Epstein-Barr LMP1 NF-kappaB reporter inhibition; LMP1-induced NF-kappaB luciferase reporter cells, luminescence; inhibition, % at 12.5 µM; actives 0.69% (n = 350,000); AID 504558; in the data active = inhibition above about 41%;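 also: 0% = neutral control wells and 100% = reference inhibitor control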
TRAIL sens C8 = sensitizes caspase-8 expressing cells to TRAIL; NB7+C8 cells + TRAIL, ATPlite viability luminescence; inhibition (viability loss, TRAIL sensitization), % at 10 µM; actives 1% (n = 360,000); AID 624354;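 active = compounds causing at least 50% loss of cell viability in the single-dose screen, relative to plate controls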
iPSC survival up = hiPSC single-cell survival enhancement | ATPlite luminescence; 100% = ROCK inhibitor wells, 0% = DMSO | survival enhancement, % at 20 µM | actives 0.044% (n = 360,000); in the data active = survival enhancement above about 18%;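 also: cells exposed to compounds for 16 hours before the ATP read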
KKLEB cytotox = reduces viability of KKLEB cystic fibrosis airway cells; AID 602141; activity change (cytotoxicity), % at 5 µM; actives 0.36% (n = 360,000); KKLEB CF airway cells viability, ATPlite luminescence, overnight; hits give low values; cells stimulated with P. aeruginosa culture filtrate;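 active = corrected activity change at or below -50% at 5 µM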
CF NFkB inh = cystic fibrosis NF-kB activation inhibition | KKLEB NF-kB-GFP reporter, PAF-induced, GFP fluorescence overnight | inhibition, % at 5 µM | actives 0.86% (n = 360,000);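 active = at least 50% inhibition at 5 µM, scaled per plate between neutral and stimulator controls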;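 also: PAF is a Pseudomonas aeruginosa culture filtrate used as stimulus; plate controls were PAF-stimulated DMSO wells for no effect and unstimulated DMSO wells for full effect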
Shn3 3UTR inh = inhibitors of Schnurri-3 3'UTR reporter in osteoblasts; Clone20 osteoblast Shn3 3'UTR firefly luciferase, 24 h; inhibition, % at 12.5 µM; actives 0.52% (n = 360,000); AID 588674;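 active = mean inhibition of at least 75% with every replicate also reaching 75%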;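 also: 0% = median of neutral control wells and 100% = pilot-screen positive control compound; some compounds past the cut are filed as inactive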
* marks the source's active call; other numbers are inactive results; · = no result given. The list is partial. The share of hits here may be higher or lower than overall.

entry	Structure	TRPM1 prom inh	NR2E3 ag-1	NR2E3 ag-2	HIF-2a inh	Peg3 prom inh	EBV LMP1 NFkB	TRAIL sens C8	iPSC survival up	KKLEB cytotox	CF NFkB inh	Shn3 3UTR inh
1	CN(C(=O)CCN1C(=O)c2ccccc2C1=O)C1CCCCC1	-3	1	27	12	1	-4	10	4.8	12	-17	0
2	COc1ccc(/C=C/C(=O)NC(=S)NCCc2ccc(OC)c(OC)c2)cc1	21	3	-40	16	46	2	12	-1.3	-6	-17	4
3	O=CNc1ccccc1Oc1ccccc1	6	-2	-17	10	6	-4	-15	0.9	-3	3	-4
4	COc1ccc(NC(=O)/C(=C/c2cccnc2)NC(=O)c2cccs2)cc1	1	-4	-2	1	9	-5	-5	-1.2	-6	-7	-3
5	CCOC(=O)CSc1nnc(CCCCCN2C(=O)c3cccc4cccc(c34)C2=O)o1	9	1	-27	24	18	3	4	-0.9	5	3	-9
6	CCN(CC)c1ccc(-c2nn3c(-c4ccccc4OC)nnc3s2)cc1	49	1	57	27	22	-17	-2	-1.3	-48	53*	42
7	CCOC(=O)Cc1csc(NC(=O)Nc2ccc(F)cc2)n1	0	-5	-1	-17	-3	1	11	-0.6	4	9	2
8	COc1ccc(Cn2c(O)c(C=Nc3ccccc3C(=O)O)c3ccccc3c2=O)cc1	16	-2	-19	14	21	44*	0	0.5	10	6	-1
9	CC1(C)CC2CC(C)(CN2C(=O)c2cccs2)C1 (configuration not stated)	8	-2	-8	11	4	-2	7	1.1	1	-4	-5
10	Nc1c(C(=O)CSc2nncn2-c2ccccc2)c(=O)[nH]c(=O)n1C1CC1	·	3	-16	10	-11	-3	9	1.8	11	18	15
11	COc1ccccc1C(=O)NCC(=O)OCC(=O)NNC(=O)c1ccc(Br)cc1	10	·	-37	-8	9	-6	9	3.1	-19	10	-7
12	COc1ccccc1CCC(=O)Nc1cccc(S(=O)(=O)N2CCCCCC2)c1	8	2	-12	1	32	2	-4	-0.5	7	5	19
13	Cc1cccc(OCC(=O)N2CCOCC2)c1	-13	1	-5	-31	-31	-1	-8	1.8	4	0	-29
14	COc1cc(CNC(=O)Nc2nc(C(N)Cc3ccc(Cl)cc3)cs2)cc(OC)c1OC (configuration not stated)	·	·	-6	1	86*	·	19	-1.9	-9	22	54
15	CC(C)C1(CCNC(=O)c2cccs2)CCOC(C)(C)C1 (configuration not stated)	13	0	-16	8	6	-4	-29	1.7	2	-16	·
16	CC(=O)Nc1ccc(NC(=O)c2cc([N+](=O)[O-])cc([N+](=O)[O-])c2)cc1	24	4	10	6	-7	-2	-8	1.0	-24	-12	4
17	COc1ccc(CC(=O)O/N=C(\N)c2ccncc2)cc1	-5	0	1	2	4	6	-6	2.0	5	10	26
18	COc1ccc(NC(=O)Cn2cc(C#N)c3ccccc32)cc1	-8	2	-23	17	2	-5	-3	-0.8	4	-11	-2
19	COc1ccc(C(=O)Nc2ccc(S(=O)(=O)Nc3nccc(C)n3)cc2)cc1OC	-2	-3	-2	12	17	-8	-10	-0.3	-3	-3	-9
20	Nc1ncnc2c1ncn2[C@@H]1O[C@H](CNCc2ccc(OCc3ccccc3)cc2)[C@@H](O)[C@H]1O	-22	·	-25	-144	-87	-13	2	0.3	-15	-3	-22
21	Cc1ccc(/C=C2\Oc3c(ccc(O)c3CN3CCN(CCO)CC3)C2=O)cc1	-12	-1	1	7	-7	5	17	-1.7	14	-5	-19
22	COC(=O)N1C2CCCCC2=NN(c2ccccc2)N1C(=O)OC (configuration not stated)	·	·	71*	17	4	·	-12	0.6	2	-18	12
23	COCCNC(=O)C(c1ccncc1)N(Cc1ccccc1)C(=O)Cn1nnc2ccccc21 (configuration not stated)	-4	-1	6	-48	-34	-13	5	0.6	6	8	-38
24	Cc1cccc(OCC(=O)NNC(=O)CCN2CCN(c3ccccc3)CC2)c1C	-5	·	3	17	-4	-6	0	-1.8	-19	10	-29

Quoted from the listing.
no. 2 in Shn3 3UTR inh is entered as 4
no. 18 in CF NFkB inh is entered as -11

(cont.)
entry	Structure	TRPM1 prom inh	NR2E3 ag-1	NR2E3 ag-2	HIF-2a inh	Peg3 prom inh	EBV LMP1 NFkB	TRAIL sens C8	iPSC survival up	KKLEB cytotox	CF NFkB inh	Shn3 3UTR inh
25	Cc1cccc(/C(N)=N/OC(=O)c2ccncc2)c1	-68	·	-203	-230	-333	-1	18	-0.5	-2	2	-80
26	CC(C)C(CCNCc1ccccn1)c1ccc(Cl)cc1 (configuration not stated)	3	-4	-16	13	-5	-1	9	0.3	18	4	15
27	COc1cc(C=CC(=O)c2cc(OC)c(OC)c(OC)c2)cc(OC)c1OC	67*	·	39	59*	71*	20	1	-0.9	7	24	62
28	O=C(c1ccoc1)N1CCN(c2cc(-c3cccc(F)c3)nc3cc(-c4cccc(Cl)c4)nn23)CC1	·	·	-29	9	21	8	33	-0.9	-15	1	91*
29	CCOc1ccccc1NC(=S)N1CCCCCC1	10	-3	-14	1	15	1	4	-0.5	0	3	2
30	O=C(CCc1ccccc1)NNC(=S)NCCc1ccccc1	11	0	-5	-7	10	-1	-10	-0.4	8	2	21
31	COc1ccc(NC(=O)[C@H](C)NS(=O)(=O)c2ccc(NC(C)=O)cc2)cc1Cl	·	·	-36	10	3	3	2	-1.0	-15	20	-6
32	COc1ccc(/C=C2\SC(=S)N(CCCCCC(=O)Nc3cc(C)on3)C2=O)cc1OC	17	3	-7	14	37	12	33	0.2	-12	26	49
33	CCCS(=O)(=O)N1CCC(C(=O)N2CCC(Cc3ccccc3)CC2)CC1	1	3	-1	4	11	4	4	2.9	-5	-6	-4
34	CCc1ccc(NC(=O)Nc2ccon2)cc1	-60	0	-82	-237	-259	-18	28	-0.5	-6	14	-49
35	CC1CC(C)CN(C(=O)COC(=O)C2CCN(S(=O)(=O)c3ccc4c(c3)OCCO4)CC2)C1 (configuration not stated)	0	-1	30	5	11	-3	24	-0.2	6	9	-10
36	CCCNc1nc2c(c(=O)n(C)c(=O)n2C)n1CCCc1ccccc1	0	3	-20	24	15	-17	7	-0.8	-7	14	22
37	COc1ccccc1NC(=O)C1=C(C)NC2=C(C(=O)CCC2)C1c1ccc(C)o1 (configuration not stated)	30	0	-3	8	2	2	8	7.9	10	0	-24
38	Cn1ncc(Br)c1C(=O)NC12CC3CC(CC(C3)C1)C2	11	-1	-22	17	7	-11	-12	4.3	2	12	-3
39	Cc1ccc(C(=O)Nn2cnc3scc(-c4cccs4)c3c2=O)c(O)c1	15	2	1	-18	-5	0	10	-0.2	0	8	4
40	O=C(Oc1ccc2c(c1)OCO2)c1cc2c(s1)CCC2	11	-1	-16	-16	36	-3	17	0.7	-31	42	-41
41	COc1cc(Cl)ccc1OC1(C)CCN(Cc2cccn2-c2nccs2)C1 (configuration not stated)	·	·	4	26	-5	·	32	-2.3	-10	3	27
42	Cc1cc([N+](=O)[O-])ccc1NC(=O)Cc1ccc(F)cc1	4	-2	-13	7	4	10	-3	-0.2	-10	3	0
43	COc1ccc(OC)c(NC(=O)c2cc(-c3ccc(C)cc3O)n[nH]2)c1	-19	4	-12	-52	-45	3	1	0.7	1	-16	-29
44	Cc1ccc(NC(=O)Nc2cccc([N+](=O)[O-])c2)cc1F	-32	1	-73	-241	-183	10	32	-1.2	-48	65*	27
45	COc1ccc(OC)c(S(=O)(=O)N2CCCC2C(=O)NC(C)c2ccccc2)c1 (configuration not stated)	1	4	-18	16	0	1	3	0.2	6	16	11
46	CC(C)NCC(=O)C12CC3CC(CC(C3)C1)C2	-7	-1	17	12	4	-5	-11	-0.2	7	8	-2
47	Cc1oc(=O)cc(OCc2ccccc2)c1C	-19	·	-25	-14	-10	-4	-16	4.5	7	-7	-1
48	Cc1ccc(C(=O)OCC(=O)N2CCCCCC2)cc1S(=O)(=O)N1CCOCC1	8	·	-16	7	-2	-6	4	-3.1	6	4	10
49	Cc1nc2c(OCc3ccc(C(F)(F)F)cc3)cccn2c1N(C)CC1CC1	·	·	17	-40	21	·	30	-2.3	-10	25	54
50	O=C(OCC(=O)N1CCN(c2ccccc2)CC1)c1ccccc1[N+](=O)[O-]	-81	1	-126	-135	-283	-8	0	0.7	-8	24	-62
51	CCCCCn1c(=O)[nH]c2cc(C(=O)N3CCN(C(=O)OCC)CC3)ccc2c1=O	5	1	-13	13	17	1	-15	0.1	2	-15	-2
52	Cn1nc(-c2ccccc2)c(C(=O)Nc2ccc(C(F)(F)F)cc2)c1Cl	-8	-1	-5	0	9	0	-10	-0.8	-2	15	-22
53	COCCCNC(=O)c1cccc(OC)c1OC	18	2	10	2	-6	-1	8	-0.3	8	6	-10

Numbers 43 through 52 of the list above:
entry	Structure	TRPM1 prom inh	NR2E3 ag-1	NR2E3 ag-2	HIF-2a inh	Peg3 prom inh	EBV LMP1 NFkB	TRAIL sens C8	iPSC survival up	KKLEB cytotox	CF NFkB inh	Shn3 3UTR inh
43	COc1ccc(OC)c(NC(=O)c2cc(-c3ccc(C)cc3O)n[nH]2)c1	-19	4	-12	-52	-45	3	1	0.7	1	-16	-29
44	Cc1ccc(NC(=O)Nc2cccc([N+](=O)[O-])c2)cc1F	-32	1	-73	-241	-183	10	32	-1.2	-48	65*	27
45	COc1ccc(OC)c(S(=O)(=O)N2CCCC2C(=O)NC(C)c2ccccc2)c1 (configuration not stated)	1	4	-18	16	0	1	3	0.2	6	16	11
46	CC(C)NCC(=O)C12CC3CC(CC(C3)C1)C2	-7	-1	17	12	4	-5	-11	-0.2	7	8	-2
47	Cc1oc(=O)cc(OCc2ccccc2)c1C	-19	·	-25	-14	-10	-4	-16	4.5	7	-7	-1
48	Cc1ccc(C(=O)OCC(=O)N2CCCCCC2)cc1S(=O)(=O)N1CCOCC1	8	·	-16	7	-2	-6	4	-3.1	6	4	10
49	Cc1nc2c(OCc3ccc(C(F)(F)F)cc3)cccn2c1N(C)CC1CC1	·	·	17	-40	21	·	30	-2.3	-10	25	54
50	O=C(OCC(=O)N1CCN(c2ccccc2)CC1)c1ccccc1[N+](=O)[O-]	-81	1	-126	-135	-283	-8	0	0.7	-8	24	-62
51	CCCCCn1c(=O)[nH]c2cc(C(=O)N3CCN(C(=O)OCC)CC3)ccc2c1=O	5	1	-13	13	17	1	-15	0.1	2	-15	-2
52	Cn1nc(-c2ccccc2)c(C(=O)Nc2ccc(C(F)(F)F)cc2)c1Cl	-8	-1	-5	0	9	0	-10	-0.8	-2	15	-22
